UGM FP inh = Mtb UDP-galactopyranose mutase inhibition; P9WIQ1; purified UGM, fluorescence polarization probe displacement; inhibition, % at 10 µM; hit rate 0.06% among 320,000; in the data active = inhibition above about 10%, passing the limit was not always enough; inconclusive = no clear call, values can overlap the other calls
Target sequence (P9WIQ1 whole entry, looked up): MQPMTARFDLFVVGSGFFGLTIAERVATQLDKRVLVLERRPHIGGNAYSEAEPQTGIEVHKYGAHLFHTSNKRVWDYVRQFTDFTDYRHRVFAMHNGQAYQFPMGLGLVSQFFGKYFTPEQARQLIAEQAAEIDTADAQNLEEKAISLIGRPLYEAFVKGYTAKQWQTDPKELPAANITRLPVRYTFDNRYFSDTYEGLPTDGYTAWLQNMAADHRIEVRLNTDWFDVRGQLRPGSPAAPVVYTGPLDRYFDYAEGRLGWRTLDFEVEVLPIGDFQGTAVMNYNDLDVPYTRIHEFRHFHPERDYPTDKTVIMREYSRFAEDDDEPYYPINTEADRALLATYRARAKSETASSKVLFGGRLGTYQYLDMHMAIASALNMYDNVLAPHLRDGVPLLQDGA
PfHsp40 yeast = rescue of PfHsp40-mediated yeast toxicity; S. cerevisiae expressing PfHsp40, growth rescue, ATP luminescence; hit rate 0.68% among 340,000; growth rescue, % at 12.5 µM; in the data active = growth rescue above about 28%, passing the limit was not always enough; inconclusive = no clear call, values can overlap the other calls;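 also: yeast W303a lacking pdr1 and pdr3 grown in galactose medium; growth measured after three days at 30 °C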
FadD28 FP inh = blocks FadD28 binding to the bisubstrate probe; fluorescence polarization; hit rate 0.22% among 360,000; inhibition, % at 12.5 µM; AID 588549; in the data active = inhibition above about 8.5%, passing the limit was not always enough; inconclusive = no clear call, values can overlap the other calls
Mtb BioA inh = blocks M. tuberculosis BioA enzyme activity; purified M. tuberculosis BioA enzyme, plate reader; inhibition, % at 9.99 µM; hit rate 0.096% among 360,000; AID 602481; in the data active = inhibition above about 40%; inconclusive = no clear call, values can overlap the other calls
BoNT F protease = inhibitors of Botulinum neurotoxin F light chain protease | Multiplex microsphere protease cleavage assay, flow cytometry | inhibition, % at 10 µM | hit rate 0.22% among 360,000 | AID 588497; in the data active = inhibition above about 35%, passing the limit was not always enough; inconclusive = no clear call, values can overlap the other calls; also: plate controls were buffer without enzyme for full effect and enzyme alone for no effect
Anthrax LF inh2 = anthrax lethal factor protease inhibition; P15917; multiplex microsphere protease cleavage assay, LF; inhibition, % at 10 µM; hit rate 0.12% among 360,000; AID 588501; also: plate controls were buffer without enzyme for full effect and enzyme alone for no effect
BoNT-A LC inh2 = BoNT A light chain protease inhibition; multiplex microsphere protease substrate cleavage, flow cytometry; hit rate 0.17% among 360,000; inhibition, % at 10 µM; AID 588499; also: plate controls were buffer without enzyme for full effect and enzyme alone for no effect
GDH-TPI counter = GDH-TPI coupled enzyme inhibition counter-screen. hit rate 1.2% among 360,000. GDH-TPI coupled enzyme counterscreen, NADH absorbance. inhibition, % at 4.8 µM. AID 588335; in the data active = inhibition above about 30%;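 also: 0% = DMSO wells and 100% = wells lacking the enzyme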
Mtb FBA inh = inhibits M. tuberculosis FBA enzyme. AID 588726. purified M. tuberculosis FBA, fluorescence read-out. hit rate 2.3% among 360,000. P9WQA3. inhibition, % at 1 µM; in the data active = inhibition above about 27%;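 also: 0% = vehicle and 100% = reference inhibitor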
Target sequence (P9WQA3 whole entry, looked up): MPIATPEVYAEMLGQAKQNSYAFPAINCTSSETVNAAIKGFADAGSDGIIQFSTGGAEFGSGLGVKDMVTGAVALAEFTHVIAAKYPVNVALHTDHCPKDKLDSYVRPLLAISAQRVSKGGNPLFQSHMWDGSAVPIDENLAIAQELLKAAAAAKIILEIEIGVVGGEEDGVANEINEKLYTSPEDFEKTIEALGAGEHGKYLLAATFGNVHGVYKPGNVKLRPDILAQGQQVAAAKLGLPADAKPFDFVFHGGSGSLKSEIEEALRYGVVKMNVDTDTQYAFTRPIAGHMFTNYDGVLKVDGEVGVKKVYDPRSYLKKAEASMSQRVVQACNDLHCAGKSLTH
Active calls of the source: *; ? = inconclusive; / = no result given; & = joins results of further samples. Rule as the data show it, unless noted: active = inhibition above about 30%; inconclusive = no clear call, values can overlap the other calls; inactive = below that.

canonical_smiles,Mtb BioA inh,PfHsp40 yeast,BoNT-A LC inh2,GDH-TPI counter,UGM FP inh,Mtb FBA inh,FadD28 FP inh,Anthrax LF inh2,BoNT F protease
COc1ccc(CC(=O)Nc2nnc(C(C)(C)C)s2)cc1OC,/,0.4,0.1,-6,3.1,1,1.0,-2,-6
COc1ccccc1C(C)NCC(=O)Nc1c(F)cccc1F (configuration not stated),/,0.9,-0.5,3,-1.0,1,-0.3,-8,-6
O=C(N/C(=C/c1ccccc1)C(=O)N1CCCCCC1)c1ccccc1,/,/,-1.4,0,1.6,0,-0.5,0,-3
Cc1ccc(F)c(NC(=O)c2ccc(Cn3cc(Cl)cn3)cc2)c1,/,4.1,0.2,10,-3.6,-2,-2.2,-1,-5
O=C(Nc1cccc(F)c1)c1c(O)c2ccccc2[nH]c1=O,-0.4,-0.1,-3.5,32*,0.1,1,-0.4,-13,?
CC(=O)Nc1ccc2[nH]c(C)c(CC=C(Cl)Cl)c(=O)c2c1,3.1,0.0,0.5,6,-2.5,14,-6.9,2,-5
Cn1nccc1C(=O)Nc1sc2c(c1C#N)CCCC2,0.8,-0.5,-3.4,26,1.0,2,/,-4,-5
c1ccc(Sc2ncnc3c2oc2ccccc23)nc1,0.0,1.1,-0.6,14,2.9,2,-3.4,0,1
Cc1ccc(C(=O)/C=C/C(=O)c2ccc(C)cc2)cc1,/,-1.0,1.7,11,-0.8,1,-1.3,3,-5
CSc1ccc(Cn2c(C)c(C(=O)NCc3ccco3)sc2=O)cc1,8.1,/,-1.1,8,/,4,-5.3,-14,3
COC(=O)[C@]1(Cc2ccccc2)N[C@H](CN(C)S(=O)(=O)c2ccc(OC(F)(F)F)cc2)[C@@H]2C(=O)N(C)C(=O)[C@@H]21,0.2,0.6,0.0,-2,1.4,0,-1.3,2,3
CCN(CC)CCN(Cc1cc2cc3c(cc2[nH]c1=O)OCO3)C(=S)NCCCOC,-0.8,-0.6,/,27,-1.6,39*,0.1,/,/
C=CCNC(=S)NNC(=O)Cn1c(-c2ccccc2)cc(=O)n2ncnc12,0.3,-1.1,-3.3,9,2.1,-3,-4.4,32*,?
Cc1cc(NC(=O)COc2cccc(Oc3ccccc3)c2)no1,-1.1,-0.2,-0.4,7,-0.4,1,-0.6,-2,12
C[N+](C)(C)CCCC(=O)c1ccc2c(c1)OCO2,0.5,?,0.3,1,-1.0,3,-3.6,1,3
Cc1ccccc1-n1ncc2c1CC(C)(C)CC2NC(=O)CCN1Cc2ccccc2C1=O (configuration not stated),2.5,1.0,-0.3,1,1.2,0,-3.6,0,3
CCOC(=O)c1ccc(Nc2ncnc3ccc(C)cc23)cc1,-2.6,1.7,0.0,21,3.3,2,-2.9,0,-5
CC(=NC(C)C)C1=C(O)CCC1=O,-0.1,1.7,-0.4,12,-0.4,1,0.5,3,-4
CC(C)(C)c1ccc(C(=O)Nc2ccc(N3CCOCC3)cc2)cc1,2.3,5.3,-0.2,1,0.0,-1,-2.5,-1,-7
Cc1ccc(-c2nnc(N3CCN(C(=O)Cn4c(=O)n(C)c5ccccc54)CC3)c3ccccc23)cc1,12,-0.9,-0.2,7,4.2,0,-0.6,-1,-5
O=C(COC(=O)c1ccccc1Br)NCc1ccccc1,1.1,-2.0,-0.6,5,-0.8,4,-2.4,-4,-4
O=C(Cn1cc(C(=O)c2cccs2)c2ccccc21)NCc1cccs1,2.0,-0.7,0.2,24,-0.6,0,-8.7,-1,3
COc1cccc(OC)c1OC(=O)c1cnccn1,1.2,-1.2,1.0,-2,-0.8,-3,-0.5,0,2
CCNC(=O)c1cc2c(c(-c3cccc(-c4cncnc4)c3)n1)[C@@H](CCO)N(C(C)=O)C2,-2.7,/,-1.1,/,/,/,/,-5,-7
CCCCN(CCCC)S(=O)(=O)c1ccc(NS(=O)(=O)c2ccc(NC(C)=O)cc2)cc1,/,6.2,?,-12,0.8,-1,-6.6,1,-3
CCN(CC)S(=O)(=O)c1ccc(N=Nc2c(C)[nH]n(C(N)=S)c2=O)cc1,4.9,2.1,-0.8,17,1.5,-14,-0.1,-3,-12
CNC(=O)C(=O)N1CCC2(CC1)OCCN2S(=O)(=O)c1ccc(C)cc1,-1.7,-1.1,-0.1,0,-0.9,-1,-3.9,-4,-10
COc1ccccc1C(=O)Nc1nnn(C)n1,-2.8,-0.3,0.1,5,-2.3,0,-0.1,-4,-5
CCS(=O)(=O)N1CCCC(C(=O)N2CCC3(CC2)OCCO3)C1 (configuration not stated),-0.2,-0.9,0.3,6,0.7,4,-2.3,-5,-7
Cc1ccc(S(=O)(=O)N(Cc2ccccc2F)C(=O)N2CCN(C)CC2)cc1,-0.4,0.6,-1.6,3,-0.1,-5,-2.7,-2,?
Cc1nn(-c2ccccn2)c2nc(-c3cccs3)cc(C(=O)NCc3ccco3)c12,/,0.7,-0.1,30,1.9,48*,-5.7,-1,-1
Cc1cc(/C=N/NC(N)=S)c(C)n1-c1cccc(Cl)c1,/,0.5,-1.5,4,-0.2,0,-2.0,-2,-5
O=C(/C=C/c1ccccc1)NCCN1CCOCC1,/,-0.3,-0.6,6,0.5,1,1.6,-1,-11
O=C(c1ccccc1NS(=O)(=O)c1cccc2cccnc12)N1CCOCC1,/,0.6,-0.8,-4,0.5,-2,-2.0,-3,-2
c1ccc2c(-c3cc(C4CCNCC4)[nH]n3)cccc2c1,-0.7,-1.2,-0.2,-7,1.4,2,-0.7,-8,0
CCCC(C)NCC(=O)Nc1ccccc1-c1ccccc1 (configuration not stated),0.8,0.8,-1.3,-7,2.7,3,0.2,-22,0
CCCCN(Cc1nc2ccccc2c(=O)[nH]1)C(=O)c1nn(C)c(=O)c2ccccc12,0.8,-0.3,-1.9,5,/,2,2.5,-2,0
Cc1cc(NC(=O)CSc2nc(CCC3CCCC3)nc3ccccc23)no1,-1.1,0.0,-1.4,0,0.2,4,-0.4,-4,-17
Cc1cc(C)c2c(n1)nn1c(N3CCN(c4ccccc4C)CC3)cc(C)nc21,-0.3,-0.6,1.2,10,1.3,9,-3.9,-10,-2
COc1ccc(NC(=O)Nc2ccc3c(c2)CCC3)cc1OC,/,1.9,0.2,3,3.4,-2,-3.9,-1,-2
CC1CCCCC12NC(=O)N(CC(=O)NCCc1ccc(S(N)(=O)=O)cc1)C2=O (configuration not stated),-0.7,-0.8,0.3,5,-0.1,2,-0.7,-2,-5
C=CCn1c(SCc2ccc(C(=O)OC)cc2)nnc1-c1sc(N)nc1C,/,-0.9,-0.1,0,4.8,0,-3.3,0,-8
CN(C)c1ccc(/C=C(\NC(=O)c2ccccc2)C(=O)NCCCn2ccnc2)cc1,-1.7,-0.2,-2.4,20,-2.1,-2,2.3,3,-1
Cc1ccc(S(=O)(=O)N(C)C)cc1NC(=O)C1Cc2ccccc2CN1C(=O)c1ccco1 (configuration not stated),/,-1.3,0.4,11,0.2,1,-3.2,6,0
O=C(COC(=O)COc1ccc(Br)cc1)NCC1CCCO1 (configuration not stated),-1.5,-0.5,-0.1,-3,7.5,3,-0.3,1,2
CN1CCN(c2oc(COc3ccc(-c4ccccc4)cc3)nc2C#N)CC1,-0.2,0.6,2.5,-12,-0.9,1,1.7,0,24
CCCCNC(=O)c1onc(CSc2ccc(C(C)C)cc2)c1C(=O)O,1.7,-0.1,-0.5,8,0.6,1,-1.1,2,-8
CC1CCC2(CC1)NC(=O)N(CC(=O)N(Cc1ccccc1)C(C)(C)C)C2=O (configuration not stated),0.2,-0.7,-1.3,9,-1.0,1,-1.3,2,-7
CCNC(=O)COc1ccc(S(=O)(=O)Nc2ccccc2)cc1,/,-0.6,0.0,1,1.4,0,-0.2,-3,-1
Cn1c(N)nc2nc[nH]c2c1=S,-1.4,-0.6,0.6,19,/,-2,-4.0,-15,2
COc1cccc(OC)c1OCCOCCN1CCN(C)CC1,-1.9,1.9,-1.6,-5,-0.5,2,0.9,0,21
O=C(c1cc2sccc2n1Cc1ccc(F)cc1)N1CCc2ccccc21,-1.6,1.7,2.3,11,-2.9,2,-3.7,4,?
O=S(=O)(NCc1csc(-c2cccs2)n1)c1cccc(C(F)(F)F)c1,0.6,0.9,-0.3,6,0.8,10,-4.9,-7,4
CC(=O)Nc1ccc([N+](=O)[O-])c(CS(=O)(=O)c2ccc(C)cc2)c1[N+](=O)[O-],-2.0,0.4,2.0,6,0.0,-2,-0.5,-3,7
COc1ccc(OCC(O)CNCCOc2ccccc2OC)c(C(C)(C)C)c1 (configuration not stated),3.0,-0.6,-3.1,-6,0.2,0,-5.1,4,-25
CC(=O)C1CCC2C3CCC4=CC(=O)CC[C@]4(C)[C@@]3(F)C(O)C[C@]12C (some centres not stated),0.8,-1.3,-1.9,8,1.0,6,0.9,13,-12

The final two records of the section before are carried over, then new ones follow:
canonical_smiles,Mtb BioA inh,PfHsp40 yeast,BoNT-A LC inh2,GDH-TPI counter,UGM FP inh,Mtb FBA inh,FadD28 FP inh,Anthrax LF inh2,BoNT F protease
COc1ccc(OCC(O)CNCCOc2ccccc2OC)c(C(C)(C)C)c1 (configuration not stated),3.0,-0.6,-3.1,-6,0.2,0,-5.1,4,-25
CC(=O)C1CCC2C3CCC4=CC(=O)CC[C@]4(C)[C@@]3(F)C(O)C[C@]12C (some centres not stated),0.8,-1.3,-1.9,8,1.0,6,0.9,13,-12
Cc1cc(C)n(CCNc2nc3nonc3nc2N2CCCCC2)n1,-1.2,-2.1,0.1,11,-1.8,-8,-4.0,2,1
CCS(=O)(=O)N1CCC(c2nc(-c3ccc(C(F)(F)F)cc3)no2)CC1,-2.9,-0.1,-1.2,4,0.3,-1,-0.5,-5,-12
O=C(Cc1cccc(Cl)c1)Nc1ccc(Br)cc1,/,12,-0.7,-3,-1.0,0,-4.1,-7,-6
CCOCCn1ccc2c(OCC(=O)NCc3ccccc3)cccc2c1=O,/,/,-1.0,8,0.8,13,2.1,1,-6
Cn1c(CC(=O)NNC(=O)c2ccc(F)cc2F)nc2ccccc21,-0.8,-0.9,0.5,1,-1.3,-1,-3.0,4,-10
Cc1cc(SCC(=O)NCCN2C(=O)CSC2=O)nc2c(C)cccc12,/,37*,-1.6,8,-1.5,0,-0.4,1,-33
COc1ccc2c(CC(=O)NCC3CCC(C(=O)O)CC3)cc(=O)oc2c1 (configuration not stated),-0.7,-1.0,-0.1,25,-1.4,133*,-0.5,-5,-3
CCn1c(SC(C)C(=O)Nc2ccc(N3CCOCC3)cc2)nnc1C1CC1 (configuration not stated),-0.2,-1.2,0.5,-6,-3.8,5,1.4,4,-12
c1coc(CN2CNc3nc4ccccc4n3C2)c1,/,-1.4,0.4,2,1.4,0,-1.4,5,2
O=C(NCc1ccccc1)C1CCCN(C(=O)NCc2ccccc2)C1 (configuration not stated),-0.5,-0.6,1.2,-2,-0.4,-3,-2.2,4,-18
C/C(=N\NC(=O)c1ccc(Cl)cc1)c1cccs1,-1.1,-1.0,1.0,41*,/,3,-2.0,-3,6
C/C(CC(=O)NCCCN1CCOCC1)=N\NC(=O)COc1ccc(C)cc1,/,-0.7,0.3,-9,-2.4,-3,-0.2,-2,-4
NS(=O)(=O)c1ccc(NC(=O)CSc2nc3c(cnn3-c3ccccn3)c(=O)[nH]2)cc1,-1.5,2.6,0.7,-7,/,-5,-3.6,0,-2
COc1ccc(NC(=O)Nc2ccc3c(c2)C(=O)N([C@@H](C)CO)C[C@@H](C)[C@@H](CN(C)S(=O)(=O)c2cn(C)cn2)O3)cc1,2.6&2.8,0.0,-0.4,5,/,3,0.0,-7,-3
CCOC(=O)c1c(-c2ccccc2)oc2cc(Br)c(O)c(C=O)c12,-1.0,1.1,2.9,13,-0.9,-2,-0.2,-8,4
COc1ccc(C2=Nc3ccc(Br)cc3C(c3ccccc3)N2CC(=O)NN)cc1 (configuration not stated),/,-0.4,0.3,12,-0.4,-3,-18,2,1
C/C(=N\NC(=O)c1nnn(-c2nonc2N)c1-c1cccs1)c1cccc(O)c1,1.3,0.4,0.7,13,-1.8,3,-1.9,-5,-5

Bioassay records as filed in PubChem BioAssay.
